High-throughput results from PubChem.
HRas wt GTP bind = changes GTP binding to wildtype human HRas; P01112; GST-Ras wt beads, Bodipy-FL-GTP binding, flow cytometry; actives lie on both sides; GTP binding activity, % at 10 µM; 0.14% of 190,000 active; AID 759;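 active = GTP binding activity at least 20% away from the 100% baseline, either lowered as inhibitor or raised as activator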;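 note: 0% = unlabeled GTP competition control and 100% = no-compound control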
Target sequence (P01112 whole entry, looked up): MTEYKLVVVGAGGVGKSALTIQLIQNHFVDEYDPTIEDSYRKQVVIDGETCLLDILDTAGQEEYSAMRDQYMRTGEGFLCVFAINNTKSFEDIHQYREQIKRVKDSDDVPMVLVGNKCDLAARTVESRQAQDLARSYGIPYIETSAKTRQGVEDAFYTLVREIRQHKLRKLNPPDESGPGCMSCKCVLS
ABCG2 block = inhibitors of human ABCG2 transporter, ABCB1 counter-screen; inhibition, % at 6.6 µM; IgMXP3 cells, JC-1 efflux, flow cytometry; 0.1% of 190,000 active; Q9UNQ0; AID 1325;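 active = inhibition above 80%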;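 note: 0% = DMSO and 100% = nicardipine control wells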
Target sequence (Q9UNQ0 whole entry, looked up): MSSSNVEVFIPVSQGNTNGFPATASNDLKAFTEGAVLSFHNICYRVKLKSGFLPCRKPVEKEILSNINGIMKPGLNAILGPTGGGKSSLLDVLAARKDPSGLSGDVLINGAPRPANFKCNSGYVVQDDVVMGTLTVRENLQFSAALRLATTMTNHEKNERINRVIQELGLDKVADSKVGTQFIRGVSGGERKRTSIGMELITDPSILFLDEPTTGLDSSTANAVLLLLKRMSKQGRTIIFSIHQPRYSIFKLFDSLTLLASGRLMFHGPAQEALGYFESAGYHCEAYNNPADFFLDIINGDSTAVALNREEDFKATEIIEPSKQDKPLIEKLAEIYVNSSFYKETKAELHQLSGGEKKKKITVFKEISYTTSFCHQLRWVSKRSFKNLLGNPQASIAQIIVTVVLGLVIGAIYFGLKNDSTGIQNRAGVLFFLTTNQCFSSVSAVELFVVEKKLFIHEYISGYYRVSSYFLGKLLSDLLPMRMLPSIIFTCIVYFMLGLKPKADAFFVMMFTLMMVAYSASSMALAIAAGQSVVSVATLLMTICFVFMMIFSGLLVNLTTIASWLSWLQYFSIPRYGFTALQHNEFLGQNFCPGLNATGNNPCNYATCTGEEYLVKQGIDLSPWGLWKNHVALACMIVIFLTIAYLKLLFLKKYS
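test system = two drug-resistant human cell lines, ABCG2 and ABCB1 | amount = 3 million cells/mL final, two lines in 1:1 ratio | reagent = JC-1 transporter substrate | doses = one concentration, 6.6 µM final | incubation = 10 min at 25 °C | signal = flow cytometric JC-1 green MFI at 530 nm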
Rac1 wt GTP bind = alters GTP binding to wildtype human Rac1. GTP binding activity (% of control), % at 10 µM. 0.27% of 190,000 active. GST-Rac1 beads, fluorescent GTP binding, flow cytometry; actives lie on both sides; 0 = cold GTP competed, 100 = untreated. P63000;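 active = GTP binding activity at least 20 points away from the 100% control level, either lower or higher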
Avidin bead fluor = avidin bead compound fluorescence profile | 0.38% of 220,000 active | fluorescence (KMESF) at 10 µM | AID 1775 | Avidin beads, compound fluorescence 488/530 nm, flow cytometry; stronger effect = higher value; in the data active = fluorescence above about 47; note: inactives centre near 10
ABCB1 block = blocks JC-1 efflux by human ABCB1 transporter; P08183; CCRF-Adr cells, flow cytometry; inhibition, % at 6.6 µM; 0.067% of 190,000 active; AID 1326; in the data active = inhibition above about 40%;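 note: 0% = vehicle and 100% = reference inhibitor; higher value means more JC-1 retained so stronger ABCB1 efflux block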
Mcl1 Noxa PPI = disrupts binding of human Mcl-1 to Noxa peptide | Q07820 | TR-FRET Mcl-1/Noxa peptide binding, 2 h | inhibition, % at 21.7 µM | 1.5% of 220,000 active | AID 1022;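 active = compounds that cut the protein-peptide binding signal by more than 50% relative to plate controls in a single-dose test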;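 note: His-tagged Mcl-1 with rhodamine Noxa BH3 peptide and terbium anti-His antibody; 0% = Mcl-1 plus Noxa peptide wells and 100% = peptide-only wells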
Rab2 wt GTP = changes GTP binding to wildtype dog Rab2A, up or down; GST-Rab2 wt beads, Bodipy-GTP binding, flow cytometry; 0.19% of 190,000 active; AID 760; GTP binding activity, % at 10 µM;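 active = GTP binding activity at least 20 points away from 100%, either lowered or raised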;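 note: 0% = beads with excess unlabeled GTP and 100% = no-compound control corrected for plate trend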
Pf gametocyte = inhibitors of late stage P. falciparum gametocyte viability; AID 743093; 0.065% of 150,000 active; P. falciparum stage V gametocytes, ATP luminescence, 24 h; inhibition, % at 10.9 µM;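 active = inhibition above the mean plus 3 SD of compounds within the control limits, set per campaign, cut at about 38% in these data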;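 note: 0% = DMSO wells and 100% = medium only without gametocytes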
Rab7 wt modul = dog Rab7 wildtype GTP binding, inhibitors and activators | GTP binding activity (percent of control), % at 10 µM | 0.055% of 190,000 active | GST-Rab7 beads, fluorescent GTP binding, flow cytometry; actives lie on both sides; untreated = 100%, excess cold GTP = 0%;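 active = fluorescent GTP binding to Rab7 beads changed by at least 20 points from the 100% baseline, either direction, mostly lower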;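 note: median green fluorescence of bound Bodipy-FL-GTP per Rab7 bead population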
Rac1 mut GTP = human Rac1 activated mutant GTP binding change. percent activity (GTP binding), % at 10 µM. P63000. 0.11% of 190,000 active. AID 764. GST-Rac1 activated beads, fluorescent GTP binding, flow cytometry; actives lie on both sides; 100% means binding = to untreated wells;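 active = GTP binding at least 20 percentage points away from the 100% baseline, in either direction, so actives lie on both sides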
Cdc42 wt GTP = changes GTP binding to wildtype human Cdc42; P60953; GST-Cdc42 beads, Bodipy-GTP binding, flow cytometry; actives lie on both sides; percent activity (GTP binding), % at 10 µM; 0.2% of 190,000 active; AID 761;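 active = percent activity GTP binding at least 20 points away from the 100% baseline, either down as inhibitor or up as activator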;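 note: median bead fluorescence of bound Bodipy-FL-GTP at 100 nM; 0% = excess unlabeled GTP control and 100% = no compound control; below 100% means less GTP binding so inhibitor and above means activator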
Target sequence (P60953 whole entry, looked up): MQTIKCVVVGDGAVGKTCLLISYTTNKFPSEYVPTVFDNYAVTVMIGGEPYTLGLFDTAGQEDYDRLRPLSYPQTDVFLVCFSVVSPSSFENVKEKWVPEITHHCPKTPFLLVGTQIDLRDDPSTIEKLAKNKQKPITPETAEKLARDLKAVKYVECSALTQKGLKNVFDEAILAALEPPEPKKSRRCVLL
Active calls of the source: *.

Screening COCCN(Cc1cc2cc(C)ccc2n2nnnc12)C(=S)Nc1ccccc1C returned HRas wt GTP bind 100, ABCG2 block 17, Rac1 wt GTP bind 103, Avidin bead fluor 7, ABCB1 block 4.0, Mcl1 Noxa PPI -111, Rab2 wt GTP 100, Rab7 wt modul 107, Rac1 mut GTP 96 and Cdc42 wt GTP 97.
CCOC(=O)CSc1ncc(-c2ccc([N+](=O)[O-])cc2)[nH]1 was read as HRas wt GTP bind 101, ABCG2 block 0, Rac1 wt GTP bind 106, Avidin bead fluor 6, ABCB1 block 0.0, Mcl1 Noxa PPI 16, Rab2 wt GTP 100, Rab7 wt modul 99, Rac1 mut GTP 101 and Cdc42 wt GTP 104.
Cc1ncc(CO)c2c1OC(C)(C)OC2 was read as HRas wt GTP bind 103, ABCG2 block 2, Rac1 wt GTP bind 101, Avidin bead fluor 22, ABCB1 block 0.7, Mcl1 Noxa PPI -7, Rab2 wt GTP 101, Rab7 wt modul 98, Rac1 mut GTP 99 and Cdc42 wt GTP 99.
For COc1ccc(CCNC(=O)COC(=O)c2cc(OC)c(OC)cc2OC)cc1 the results were HRas wt GTP bind 94, ABCG2 block 4, Rac1 wt GTP bind 93, Avidin bead fluor 8, ABCB1 block 0.3, Mcl1 Noxa PPI -6, Rab2 wt GTP 95, Pf gametocyte 2, Rab7 wt modul 93, Rac1 mut GTP 91 and Cdc42 wt GTP 95.
`O=C(CCl)N(C/C=C/c1ccccc1)c1ccc2c(c1)OCCO2` gave HRas wt GTP bind 93, ABCG2 block 29, Rac1 wt GTP bind 95, Avidin bead fluor 10, ABCB1 block 2.1, Mcl1 Noxa PPI 11, Rab2 wt GTP 93, Pf gametocyte 0, Rab7 wt modul 92, Rac1 mut GTP 92 and Cdc42 wt GTP 92.
Screening COc1cccc(CC2(CO)CCCN(Cc3[nH]c4ccc(C)cc4c3C)C2)c1 (stereo not given) returned HRas wt GTP bind 102, ABCG2 block 4, Rac1 wt GTP bind 100, Avidin bead fluor 5, ABCB1 block 2.4, Mcl1 Noxa PPI -2, Rab2 wt GTP 98, Pf gametocyte 9, Rab7 wt modul 104, Rac1 mut GTP 96 and Cdc42 wt GTP 98.
`COc1ccc(N2CCN(Cc3cc4c(cc3O)CCC4)CC2)cc1` gave HRas wt GTP bind 100, ABCG2 block 6, Rac1 wt GTP bind 103, Avidin bead fluor 7, ABCB1 block 1.2, Mcl1 Noxa PPI 13, Rab2 wt GTP 99, Rab7 wt modul 98, Rac1 mut GTP 98 and Cdc42 wt GTP 100.
`Cc1ccccc1NC(=O)Nc1ccccc1Br` gave HRas wt GTP bind 102, ABCG2 block 3, Rac1 wt GTP bind 101, Avidin bead fluor 14, ABCB1 block 0.6, Mcl1 Noxa PPI 0, Rab2 wt GTP 102, Rab7 wt modul 99, Rac1 mut GTP 98 and Cdc42 wt GTP 102.
For O=C(c1cc2ccccc2cc1OCC(O)CN1CCCCC1)N1CCCCC1 (stereo not given) the results were HRas wt GTP bind 101, ABCG2 block 0, Rac1 wt GTP bind 105, Avidin bead fluor 15, ABCB1 block 0.0, Mcl1 Noxa PPI 13, Rab2 wt GTP 102, Rab7 wt modul 98, Rac1 mut GTP 101 and Cdc42 wt GTP 105.
COC(=O)/C(=C\Nc1ccc(Cl)cc1Cl)NC(=O)c1ccc(Cl)cc1Cl was read as HRas wt GTP bind 100, ABCG2 block 3, Rac1 wt GTP bind 100, Avidin bead fluor 9, ABCB1 block 0.1, Mcl1 Noxa PPI 6, Rab2 wt GTP 100, Rab7 wt modul 105, Rac1 mut GTP 96 and Cdc42 wt GTP 100.
Screening O=C(Nc1nccs1)C1CCN(S(=O)(=O)c2cccnc2)CC1 returned HRas wt GTP bind 97, ABCG2 block 0, Rac1 wt GTP bind 96, Avidin bead fluor 7, ABCB1 block 0.2, Mcl1 Noxa PPI 7, Rab2 wt GTP 98, Rab7 wt modul 97, Rac1 mut GTP 95 and Cdc42 wt GTP 99.
CCCc1cc(=O)[nH]c(SCC(=O)NC2CCCCC2)n1 was read as HRas wt GTP bind 103, ABCG2 block 0, Rac1 wt GTP bind 102, Avidin bead fluor 13, ABCB1 block 0.1, Mcl1 Noxa PPI -6, Rab2 wt GTP 102, Rab7 wt modul 101, Rac1 mut GTP 100 and Cdc42 wt GTP 104.
CC(=O)NCCNS(=O)(=O)c1ccc(C)c([N+](=O)[O-])c1 was read as HRas wt GTP bind 94, ABCG2 block 1, Rac1 wt GTP bind 96, Avidin bead fluor 5, ABCB1 block 0.8, Mcl1 Noxa PPI 8, Rab2 wt GTP 97, Rab7 wt modul 97, Rac1 mut GTP 96 and Cdc42 wt GTP 96.
Screening Clc1ccc(OCc2nc3ccccc3[nH]2)cc1 returned HRas wt GTP bind 97, ABCG2 block 12, Rac1 wt GTP bind 101, Avidin bead fluor 3, ABCB1 block 0.1, Mcl1 Noxa PPI 7, Rab2 wt GTP 97, Pf gametocyte -2, Rab7 wt modul 99, Rac1 mut GTP 94 and Cdc42 wt GTP 100.
CSC1=NSC2=NC(=O)/C(=C/c3coc4ccccc4c3=O)C(=N)N12 was read as HRas wt GTP bind 92, ABCG2 block active, Rac1 wt GTP bind 92, Avidin bead fluor 94*, ABCB1 block 34, Mcl1 Noxa PPI -56, Rab2 wt GTP 92, Pf gametocyte -23, Rab7 wt modul 93, Rac1 mut GTP 92 and Cdc42 wt GTP 94.
`Cc1cc(OC(=O)c2ccccc2)c([N+](=O)[O-])c(=O)[nH]1` gave HRas wt GTP bind 101, ABCG2 block 1, Rac1 wt GTP bind 102, Avidin bead fluor 13, ABCB1 block 0.0, Mcl1 Noxa PPI 20, Rab2 wt GTP 99, Pf gametocyte -17, Rab7 wt modul 109, Rac1 mut GTP 99 and Cdc42 wt GTP 101.
CC(C)OP(=O)(OC(C)C)C(C)NC(=O)Cc1ccccc1 (stereo not given) was read as HRas wt GTP bind 93, ABCG2 block 1, Rac1 wt GTP bind 97, Avidin bead fluor 23, ABCB1 block 0.5, Mcl1 Noxa PPI 2, Rab2 wt GTP 96, Pf gametocyte 17, Rab7 wt modul 96, Rac1 mut GTP 97 and Cdc42 wt GTP 95.
`COc1ccc(NC(C)=O)cc1S(=O)(=O)Nc1ccccc1C(=O)N1CCCC1` gave HRas wt GTP bind 96, ABCG2 block 0, Rac1 wt GTP bind 96, Avidin bead fluor 8, ABCB1 block 0.1, Mcl1 Noxa PPI 10, Rab2 wt GTP 95, Pf gametocyte 16, Rab7 wt modul 96, Rac1 mut GTP 95 and Cdc42 wt GTP 94.
`CCn1c(C)nc2cc(C(=O)NNC(=S)Nc3ccccc3Cl)ccc21` gave HRas wt GTP bind 96, ABCG2 block 18, Rac1 wt GTP bind 97, Avidin bead fluor 10, ABCB1 block 0.3, Mcl1 Noxa PPI -11, Rab2 wt GTP 92, Rab7 wt modul 97, Rac1 mut GTP 93 and Cdc42 wt GTP 97.
`CCOC(=O)c1c(/N=C/c2ccc(C)cc2O)sc2c1CCC2` gave HRas wt GTP bind 98, ABCG2 block 1, Rac1 wt GTP bind 100, Avidin bead fluor 12, ABCB1 block 0.1, Mcl1 Noxa PPI 0, Rab2 wt GTP 97, Pf gametocyte -7, Rab7 wt modul 98, Rac1 mut GTP 98 and Cdc42 wt GTP 99.
For O=C(c1ccccc1)N1CCN(CC2CC=CCC2)CC1 (stereo not given) the results were HRas wt GTP bind 101, ABCG2 block 1, Rac1 wt GTP bind 102, Avidin bead fluor 7, ABCB1 block 0.5, Mcl1 Noxa PPI 20, Rab2 wt GTP 102, Pf gametocyte 21, Rab7 wt modul 99, Rac1 mut GTP 99 and Cdc42 wt GTP 99.
CCNCc1cc([N+](=O)[O-])ccc1OCC was read as HRas wt GTP bind 94, ABCG2 block 0, Rac1 wt GTP bind 98, Avidin bead fluor 5, ABCB1 block -0.1, Mcl1 Noxa PPI 12, Rab2 wt GTP 98, Pf gametocyte -4, Rab7 wt modul 98, Rac1 mut GTP 96 and Cdc42 wt GTP 97.
`Oc1ccccc1/C=N/Nc1cc(N2CCCC2)nc(N2CCCC2)n1` gave HRas wt GTP bind 99, ABCG2 block 5, Rac1 wt GTP bind 100, Avidin bead fluor 14, ABCB1 block 0.3, Mcl1 Noxa PPI -7, Rab2 wt GTP 99, Pf gametocyte 8, Rab7 wt modul 103, Rac1 mut GTP 100 and Cdc42 wt GTP 100.
Screening COc1cccc(-c2nc(N3CCC(C)CC3)c3ccccc3n2)c1O returned HRas wt GTP bind 100, ABCG2 block 44, Rac1 wt GTP bind 99, Avidin bead fluor 12, ABCB1 block 3.9, Mcl1 Noxa PPI 1, Rab2 wt GTP 98, Rab7 wt modul 95, Rac1 mut GTP 101 and Cdc42 wt GTP 101.
For COn1c(=O)c(-c2ccc(Cl)cc2)[n+]([O-])c2ccccc21 the results were HRas wt GTP bind 100, ABCG2 block 5, Rac1 wt GTP bind 96, Avidin bead fluor 14, ABCB1 block 0.3, Mcl1 Noxa PPI -4, Rab2 wt GTP 98, Rab7 wt modul 99, Rac1 mut GTP 95 and Cdc42 wt GTP 98.
Screening Cc1ccc(CN2CN(S(=O)(=O)c3cccs3)c3nc4ccccc4nc32)cc1 returned HRas wt GTP bind 106, ABCG2 block 1, Rac1 wt GTP bind 104, Avidin bead fluor 10, ABCB1 block 0.8, Mcl1 Noxa PPI -2, Rab2 wt GTP 104, Rab7 wt modul 102, Rac1 mut GTP 100 and Cdc42 wt GTP 104.

An excerpt from above in order of formula weight, smallest number first:
CCNCc1cc([N+](=O)[O-])ccc1OCC was read as HRas wt GTP bind 94, ABCG2 block 0, Rac1 wt GTP bind 98, Avidin bead fluor 5, ABCB1 block -0.1, Mcl1 Noxa PPI 12, Rab2 wt GTP 98, Pf gametocyte -4, Rab7 wt modul 98, Rac1 mut GTP 96 and Cdc42 wt GTP 97.
`Cc1cc(OC(=O)c2ccccc2)c([N+](=O)[O-])c(=O)[nH]1` gave HRas wt GTP bind 101, ABCG2 block 1, Rac1 wt GTP bind 102, Avidin bead fluor 13, ABCB1 block 0.0, Mcl1 Noxa PPI 20, Rab2 wt GTP 99, Pf gametocyte -17, Rab7 wt modul 109, Rac1 mut GTP 99 and Cdc42 wt GTP 101.
`CCn1c(C)nc2cc(C(=O)NNC(=S)Nc3ccccc3Cl)ccc21` gave HRas wt GTP bind 96, ABCG2 block 18, Rac1 wt GTP bind 97, Avidin bead fluor 10, ABCB1 block 0.3, Mcl1 Noxa PPI -11, Rab2 wt GTP 92, Rab7 wt modul 97, Rac1 mut GTP 93 and Cdc42 wt GTP 97.
